# Source: PubChem BioAssay
# 697 NFkB inh = inhibitors of PMA/ionomycin-induced NF-kB reporter, 697 cells, primary screen, B-cell NF-kB inhibitor project, cell-based, luminescence, uHTS | hit rate 0.33% among 330,000 | inhibition, % at 4 µM | 697 B-cell NF-kB luciferase reporter, 16 h; in the data active = inhibition above about 35%
# SENP8 block = SENP8 protease inhibitors, primary screen, biochemical, luminescence. purified SENP8, Z-RLRGG-aminoluciferin cleavage. hit rate 1.2% among 330,000. Sentrin-specific protease 8 (Homo sapiens), Q96LD8. AID 2540, 2010. inhibition, % at 10 µM
# Target sequence (Q96LD8 whole entry, looked up): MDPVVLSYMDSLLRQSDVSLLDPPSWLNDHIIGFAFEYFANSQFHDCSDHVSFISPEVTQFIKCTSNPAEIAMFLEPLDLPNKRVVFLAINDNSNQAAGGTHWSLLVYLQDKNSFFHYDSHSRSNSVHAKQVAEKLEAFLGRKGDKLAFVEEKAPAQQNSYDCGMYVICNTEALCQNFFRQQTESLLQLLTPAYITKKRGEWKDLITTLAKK
# CCR6 antagonist = CCR6 receptor antagonists, primary screen, cell-based, CHO-K1, luminescence, beta-arrestin, uHTS; C-C chemokine receptor type 6 (Homo sapiens), P51684; CHO-K1 CCR6 PathHunter beta-arrestin, CCL20-stimulated; inhibition, % at 20 µM; hit rate 0.49% among 340,000; AID 493098, 2011;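 active = compounds whose inhibition of the agonist-driven luminescence signal at 20 µM reaches about 50%, limit read from the data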;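 also: cells stimulated with CCL20 at 14 nM final; plate controls were DMSO with CCL20 for no effect and DMSO without agonist for full effect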
# Target sequence (P51684 whole entry, looked up): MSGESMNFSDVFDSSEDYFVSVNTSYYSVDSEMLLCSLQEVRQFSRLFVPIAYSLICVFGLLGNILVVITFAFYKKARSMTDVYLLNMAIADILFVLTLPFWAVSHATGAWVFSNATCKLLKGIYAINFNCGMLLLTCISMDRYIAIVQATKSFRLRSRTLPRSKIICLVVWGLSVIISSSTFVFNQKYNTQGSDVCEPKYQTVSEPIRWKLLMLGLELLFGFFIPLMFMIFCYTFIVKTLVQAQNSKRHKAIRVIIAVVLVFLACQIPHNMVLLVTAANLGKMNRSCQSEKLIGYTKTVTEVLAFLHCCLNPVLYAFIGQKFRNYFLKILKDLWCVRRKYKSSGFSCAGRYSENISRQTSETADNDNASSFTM
# UBC13 polyUb = UBC13 polyubiquitin chain formation inhibitors, primary screen, biochemical, TR-FRET, uHTS | Ubiquitin-conjugating enzyme E2 N (Homo sapiens), P61088 | hit rate 0.47% among 330,000 | inhibition, % at 20 µM; in the data active = inhibition above about 45%, passing the limit was not always enough
# Target sequence (P61088 whole entry, looked up): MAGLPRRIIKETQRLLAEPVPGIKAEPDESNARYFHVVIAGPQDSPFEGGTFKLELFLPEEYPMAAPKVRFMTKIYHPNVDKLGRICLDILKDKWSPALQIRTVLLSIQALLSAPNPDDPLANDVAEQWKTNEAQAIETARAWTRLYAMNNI
# Jurkat NFkB inh = inhibitors of induced NF-kB luciferase reporter, primary screen, TCR NF-kB activation inhibitor project, cell-based, luminescence, uHTS. Jurkat, PMA/ionomycin-induced NF-kB luciferase reporter. hit rate 0.53% among 330,000. inhibition, % at 4 µM. AID 435003, 2010
# Apaf1 inhib = inhibitors of human Apaf-1 apoptosome, primary screen, biochemical, DEVD-Rh110 fluorescence, uHTS. Apoptotic protease-activating factor 1 (Homo sapiens), O14727. reconstituted apoptosome caspase-3 activity. inhibition, % at 20 µM. hit rate 0.71% among 330,000. AID 489030, 2010; active = inhibition of at least 40% at 20 µM;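 also: plate controls were DMSO wells for no effect and DEVD-CHO caspase inhibitor wells for full effect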
#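 Material: reconstituted apoptosome with Apaf-1, cytochrome c, caspase-9, procaspase-3, dATP. Technique: Rh110 fluorescence intensity. Buffer or medium: pH 7.5 Hepes buffer with CHAPS, BSA, DTT. Times: 30 min plus 50 min, RT.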
# Gli-Sufu antag = Gli-Sufu pathway antagonists, primary screen, luciferase luminescence, Sufu-KO-LIGHT cells, uHTS; Sufu-KO-LIGHT fibroblasts, Gli luciferase reporter luminescence; inhibition, % at 5 µM; hit rate 0.74% among 340,000; AID 588413, 2011;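 active = inhibition above about 55%, limit read from the data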;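 also: 0% = DMSO-treated cells and 100% = wells with medium but no cells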
# EBI2 block = EBI2 receptor antagonists, beta-arrestin recruitment, primary screen, cell-based, luminescence, 7a,25-OHC stimulation, uHTS; G-protein coupled receptor 183 (Homo sapiens), P32249; 7a,25-OHC stimulated; inhibition, % at 5 µM; hit rate 0.81% among 360,000; in the data active = inhibition above about 38%;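 also: enzyme fragment complementation signal reports receptor beta-arrestin coupling in cells; 0% = agonist plus DMSO wells and 100% = wells without agonist; some results beyond the cut were filed as inactive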
# Numbers without * were called inactive. Rule as the data show it, unless noted: active = inhibition above about 50%; inactive = the rest.
SMILES,697 NFkB inh,SENP8 block,CCR6 antagonist,UBC13 polyUb,Jurkat NFkB inh,Apaf1 inhib,Gli-Sufu antag,EBI2 block
Cc1cc(=O)n2nc(N3CCC(C(=O)N4CCN(Cc5ccccc5)CC4)CC3)sc2n1,8,-1,-17,3,-14,5,6,-5
O=C(NC1CC1)C1=NOC(CNc2ncc(C(F)(F)F)cc2Cl)C1 (centres undefined),-14,5,11,1,-11,0,-8,-1
COC(=O)[C@H](CCSC)NC(=O)NC1CCN(Cc2ccccc2)CC1,22,4,-11,4,11,-17,-2,-11
COc1nc(N(C)S(=O)(=O)c2ccc(C)cc2)nc(C)c1Cl,-25,-6,6,2,-2,-5,13,10
COc1ccc(C)cc1C(=O)CCC(=O)NCCc1ccc(S(N)(=O)=O)cc1,-10,7,-7,4,0,0,5,-17
CC(=O)c1cn(-c2ccc(Cl)cc2)c(=O)n(Cc2ccc(Br)cc2)c1=O,1,-4,1,-1,6,13,8,-2
CCOc1nc(C)cc(C)c1S(=O)(=O)c1cccc(Cl)c1,5,2,18,8,-18,15,12,3
Cc1nnc(NC(=O)/C=C/c2ccco2)s1,-11,-9,-7,-12,-10,10,-18,-7
CCN(CC)c1ccc(NC(=O)COC(=O)CSc2ccc(Br)cc2C)cc1,0,-3,3,4,1,18,-12,1
C=CCN(CC=C)C(=S)NC(=O)Cc1cccc2ccccc12,-15,-13,23,6,-1,9,0,-4
Cc1ccc(/C=C/C(=O)O)cc1S(=O)(=O)N1CCCCC1,-4,-4,11,-4,-6,-5,2,-3
CC1Cc2ccccc2N1C(=O)COC(=O)c1ccc(S(=O)(=O)N(C)C)cc1 (centres undefined),22,-1,1,6,-5,-1,3,-1
CCC/S(CC1CC1(Cl)Cl)=N\S(=O)(=O)c1ccc(C)cc1 (centres undefined),12,0,7,2,5,-10,-1,-7
O=C(C1Cc2ccccc2O1)N1CCCCC1 (centres undefined),-4,3,-11,5,1,-11,-9,-3
COc1ccc(S(=O)(=O)NC(CC(=O)O)c2ccco2)cc1 (centres undefined),9,7,-1,7,-1,-4,3,-4
CC(=O)Nc1nonc1-c1nc2ccccc2n1CC1CC1,-50,-2,9,-7,-6,11,-5,-5
Cc1ccc(C)c(NC(=S)N=Nc2c(O)n(C)c3ccc(S(=O)(=O)N4CCOCC4)cc23)c1,2,3,20,-21,14,-11,48,-4
COc1ccc(S(=O)(=O)N2CCCCC2)cc1NS(=O)(=O)c1ccccc1F,10,2,1,-4,3,3,1,-4
Cc1cc(N2C(=O)C(O)=C(C(=O)c3cc4ccccc4o3)C2c2ccc(Br)cc2)no1 (centres undefined),-2,2,8,-14,-34,0,-7,-4
NC(=O)CC(NC(=O)Cc1cccc2ccccc12)c1ccc(NCCOc2ccccc2)c([N+](=O)[O-])c1 (centres undefined),-18,-3,18,-30,-24,14,-9,15
Cc1ccc(S(=O)(=O)NC2(C(F)(F)F)NC(=O)N(c3ccccc3F)C2=O)cc1 (centres undefined),22,6,-8,7,4,-3,-22,-15
Cc1ccc(C(=O)Cn2nc(C(=O)O)c3ccccc3c2=O)cc1C,2,-1,-2,1,5,-2,-2,-7
Cc1ccc(-c2nc(SC(C)C(=O)N3CCCC3)n[nH]2)cc1 (centres undefined),21,0,9,3,5,6,-6,-1
Cc1ccc(CSCC(=O)N2CCN(c3ccc(F)cc3)CC2)cc1,10,-2,-8,1,1,-9,6,2
CCS(=O)(=O)N1CCN(S(=O)(=O)c2ccc3ccccc3c2)CC1,-19,-19,13,-6,-5,-5,-10,-10

# The list continues:
SMILES,697 NFkB inh,SENP8 block,CCR6 antagonist,UBC13 polyUb,Jurkat NFkB inh,Apaf1 inhib,Gli-Sufu antag,EBI2 block
COc1cc(NC2c3ccccc3C(=O)N2Cc2ccccc2Cl)cc(OC)c1OC (centres undefined),8,-3,10,-6,-4,-9,1,3
CCOC(=O)CSC(C)C(=O)Nc1nnc(C(C)C)s1 (centres undefined),9,7,11,4,-2,5,-7,-7
CCOC(=O)c1c(-c2ccc(C)o2)csc1NC(=O)CN1CCOCC1,-8,-7,19,11,1,10,-2,8
CCCCCCCCCC(=O)N[C@H](CN1CCOCC1)[C@H](O)c1ccccc1,7,2,3,17,15,17,0,-1
Cc1onc(-c2c(F)cccc2Cl)c1C(=O)Nc1nnc(C2CC2)s1,-14,3,-18,-8,-25,21,9,-8
CSCCC(NC(=O)/C(=C/c1ccc2c(c1)OCO2)NC(=O)c1cccc([N+](=O)[O-])c1)C(=O)O (centres undefined),30,5,15,-6,3,-1,-5,-4
Cn1ccc(NC(=O)Nc2cccc([N+](=O)[O-])c2)n1,17,-1,22,3,-3,4,-46,7
Cc1cccc(C)c1NC(=O)C(NC(=O)CN1C(=O)c2ccccc2C1=O)c1ccccc1 (centres undefined),22,2,4,10,0,2,7,-11
O=C1NCCN1CCNS(=O)(=O)c1ccc(F)c(Cl)c1,-32,1,-4,-1,-38,-28,1,1
Cc1c(NS(=O)(=O)c2ccc3c(c2)c(=O)n(C)c(=O)n3C)c(=O)n(-c2ccccc2)n1C,11,5,12,-1,12,1,-11,-6
N#C/C(=C/c1ccc(F)cc1)S(=O)(=O)c1ccccc1,3,-7,-2,1,0,-1,0,10
COc1ccc(-c2sc(NC(C)=O)nc2-c2ccccc2)cc1,6,-5,27,21,-8,-3,2,18
Cc1ccc(N2C(=O)N(CC(=O)Nc3ccc(F)c(F)c3)C(=O)C2C)cc1 (centres undefined),3,3,-2,4,-3,12,-4,-6
Cc1ccccc1N=C1Nc2ccccc2CS1,-131,74*,-13,7,-125,18,17,-2
COc1ccc(-n2nnnc2SCC(=O)Nc2ccc3c(c2)OCCO3)c(OC)c1,-22,0,-1,-5,-10,-2,-25,-1
O=C(Nc1cccc(Cl)c1)NC1CCS(=O)(=O)C1 (centres undefined),4,-3,14,7,11,3,-14,-9
O=C(CCCCCn1c(=O)[nH]c2ccsc2c1=O)N1CCN(C2CCCCC2)CC1,2,1,5,41,-11,-387,16,-2
COc1ccccc1OC(=O)c1cc2ccccc2oc1=O,-1,4,-6,2,6,-2,-3,-12
C/C(=N\NC(=O)c1ccccc1C)c1cccc([N+](=O)[O-])c1,6,6,2,0,-4,4,-6,3
O=C(CSc1nc(=O)n(CCCN2CCOCC2)c2c1CCC2)Nc1ccccc1F,-4,-4,7,-5,-9,3,5,-8
CCOc1ncccc1C(=O)Nc1ccc(Cl)c(S(=O)(=O)N2CCCC2)c1,-11,3,4,5,2,10,41,-1
Cc1ccc(-n2c(Cc3cccc4ccccc34)n[nH]c2=S)c(C)c1,-8,-13,0,-7,-1,14,9,-11
CSc1ccc(CN(C)CC(=O)N(C)CC(=O)Nc2ccccc2Br)cc1,17,11,12,3,6,-5,9,-10
CN(C)CCO/N=C(\c1ccc(Br)cc1)c1cccnc1,3,6,8,-1,-18,-11,-15,-5
Cc1ccc2cc3c(nc2c1)N(Cc1ccco1)CC3,-15,-8,6,12,6,8,-12,11

# Arranged by length of the SMILES (ascending): some entries from above
SMILES,697 NFkB inh,SENP8 block,CCR6 antagonist,UBC13 polyUb,Jurkat NFkB inh,Apaf1 inhib,Gli-Sufu antag,EBI2 block
COc1ccccc1OC(=O)c1cc2ccccc2oc1=O,-1,4,-6,2,6,-2,-3,-12
CCOC(=O)CSC(C)C(=O)Nc1nnc(C(C)C)s1 (centres undefined),9,7,11,4,-2,5,-7,-7
CN(C)CCO/N=C(\c1ccc(Br)cc1)c1cccnc1,3,6,8,-1,-18,-11,-15,-5
O=C1NCCN1CCNS(=O)(=O)c1ccc(F)c(Cl)c1,-32,1,-4,-1,-38,-28,1,1
N#C/C(=C/c1ccc(F)cc1)S(=O)(=O)c1ccccc1,3,-7,-2,1,0,-1,0,10
CCOC(=O)c1c(-c2ccc(C)o2)csc1NC(=O)CN1CCOCC1,-8,-7,19,11,1,10,-2,8
CSc1ccc(CN(C)CC(=O)N(C)CC(=O)Nc2ccccc2Br)cc1,17,11,12,3,6,-5,9,-10
C/C(=N\NC(=O)c1ccccc1C)c1cccc([N+](=O)[O-])c1,6,6,2,0,-4,4,-6,3
CCOc1ncccc1C(=O)Nc1ccc(Cl)c(S(=O)(=O)N2CCCC2)c1,-11,3,4,5,2,10,41,-1
COc1ccc(-n2nnnc2SCC(=O)Nc2ccc3c(c2)OCCO3)c(OC)c1,-22,0,-1,-5,-10,-2,-25,-1
Cc1ccc(N2C(=O)N(CC(=O)Nc3ccc(F)c(F)c3)C(=O)C2C)cc1 (centres undefined),3,3,-2,4,-3,12,-4,-6
Cc1cccc(C)c1NC(=O)C(NC(=O)CN1C(=O)c2ccccc2C1=O)c1ccccc1 (centres undefined),22,2,4,10,0,2,7,-11
CSCCC(NC(=O)/C(=C/c1ccc2c(c1)OCO2)NC(=O)c1cccc([N+](=O)[O-])c1)C(=O)O (centres undefined),30,5,15,-6,3,-1,-5,-4

# The main list resumes, repeating the 2 entries before the break.
SMILES,697 NFkB inh,SENP8 block,CCR6 antagonist,UBC13 polyUb,Jurkat NFkB inh,Apaf1 inhib,Gli-Sufu antag,EBI2 block
CN(C)CCO/N=C(\c1ccc(Br)cc1)c1cccnc1,3,6,8,-1,-18,-11,-15,-5
Cc1ccc2cc3c(nc2c1)N(Cc1ccco1)CC3,-15,-8,6,12,6,8,-12,11
O=C(NNC(=O)C1CCN(Cc2ccccc2)CC1)c1cccc(Cl)c1,15,2,-19,8,3,-9,6,-5
CC(=O)Cc1nsc(NC(=O)c2ccc(COc3ccc(C)cc3)o2)n1,-79,6,5,-17,-23,6,-15,3
CC(C)CC(NC(N)=O)C(=O)OCC(=O)Nc1ccc(SC(F)F)cc1 (centres undefined),23,0,4,12,-17,-7,4,1
COc1ccc(-c2cc(C(=O)NCCCN3CCCC3=O)c3ccccc3n2)cc1,-10,-4,-1,47*,-1,27,-11,-1
Cc1[nH]n(-c2ccccc2)c(=S)c1C=NCCCN=Cc1c(C)[nH]n(-c2ccccc2)c1=S,-17,2,74*,-14,-13,63*,71*,7
COC(=O)CSc1nnc(CNS(=O)(=O)c2ccc(Cl)cc2)n1C,-10,-7,-9,-2,-12,14,0,-2
CC(C)(C)NC(=O)Cn1nnnc1-c1nonc1N,4,0,13,5,0,-2,-2,1
O=C(C1CCN(S(=O)(=O)c2ccc(Br)s2)CC1)N1CCN(C2CCCCC2)CC1,-5,2,16,3,7,6,25,-11
O=C(COc1ccc([N+](=O)[O-])cc1)Nc1ccc2[nH]c(=O)[nH]c2c1,5,9,13,2,-2,5,-3,-13
Cc1cc(CNC(=O)C2CCC(=O)N(Cc3cccc(C(F)(F)F)c3)C2)no1 (centres undefined),5,2,4,-10,4,-15,-3,-4
Cc1cc(C)c(N)c(C(=O)O)c1,14,-12,2,10,-4,7,3,-6

# This is a subset, so the mix of outcomes need not match the whole.
